Screens: PubChem, Sanford-Burnham Center for Chemical Genomics
Mdm2-MdmX inh = disrupts the human Mdm2-MdmX interaction | O15151+Q00987 | SaOS-2 split-luciferase Mdm2/MdmX complementation, luminescence | inhibition, % at 8 µM | 330,000 compounds, 3% hits | AID 485346;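 active = inhibition of at least 50% at 8 µM in the primary screen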
CCR6 antag = blocks CCL20-driven beta-arrestin recruitment at human CCR6. P51684. 340,000 compounds, 0.49% hits. inhibition, % at 20 µM. AID 493098. CHO-K1 CCR6 PathHunter beta-arrestin, luminescence, CCL20-stimulated;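 active = compounds whose inhibition of the agonist-driven luminescence signal at 20 µM reaches about 50%, limit read from the data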;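 note: cells stimulated with CCL20 at 14 nM final; plate controls were DMSO with CCL20 for no effect and DMSO without agonist for full effect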
Target sequence (P51684 whole entry, looked up): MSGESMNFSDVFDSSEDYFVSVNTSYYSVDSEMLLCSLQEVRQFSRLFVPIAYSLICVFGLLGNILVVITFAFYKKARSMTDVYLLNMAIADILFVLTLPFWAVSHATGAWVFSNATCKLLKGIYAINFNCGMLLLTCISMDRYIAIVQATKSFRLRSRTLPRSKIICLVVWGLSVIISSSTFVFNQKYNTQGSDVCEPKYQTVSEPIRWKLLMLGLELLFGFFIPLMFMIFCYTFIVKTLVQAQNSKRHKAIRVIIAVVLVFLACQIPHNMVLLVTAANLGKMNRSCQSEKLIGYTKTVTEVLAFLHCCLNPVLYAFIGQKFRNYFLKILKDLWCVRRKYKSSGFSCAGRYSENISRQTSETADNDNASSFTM
XBP1 UPR activ = activators of adaptive arm of unfolded protein response (XBP1). CHO-XBP1 luciferase reporter, IRE1-XBP1 UPR activation, luminescence; percent of tunicamycin response, DMSO as zero. activation, % at 20 µM. 330,000 compounds, 0.33% hits;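 active = versus positive control, 20 µM dose yields 30% or more activation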;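 note: 100% = tunicamycin at 10 µg/mL and 0% = DMSO only wells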
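Material: CHO-XBP1 cells stably carrying IRE1-XBP1-driven luciferase reporter | Medium: F12 with 10% serum | Compound dosing: 20 µM single concentration, DMSO 1% | Incubation: Overnight seeding at 37 °C, 6 h compound treatment at 37 °C | Detection: Steady-Glo luminescence read | Read-out basis: % activation of reporter signal versus tunicamycin and DMSO controls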
CHOP UPR activ = apoptotic UPR (CHOP) activation; CHO-CHOP luciferase reporter, luminescence; percent of tunicamycin response over DMSO baseline; activation, % at 10 µM; 330,000 compounds, 0.34% hits;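 active = at 10 µM dose, activation of 40% or more, normalized to positive control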;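 note: 100% = tunicamycin at 10 µg/mL and 0% = DMSO alone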
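System: CHO-CHOP luciferase reporter cell line | Buffer or medium: F12 medium containing 10% fetal bovine serum | Doses: One dose, 10 µM in 0.5% DMSO | Times: 6 h compound exposure at 37 °C after overnight seeding | Signal: Luciferase luminescence | Read-out: % activation vs tunicamycin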
APJ antagonist = blocks the human apelin receptor APJ; 330,000 compounds, 0.32% hits; CHO-K1 APJ beta-arrestin complementation, luminescence; inhibition, % at 20 µM;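 active = inhibition above about 40% at 20 µM, limit read from the data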;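 note: cells challenged with 10 nM apelin-13 agonist together with compound; plate controls were apelin-13 plus DMSO wells for no effect and DMSO wells lacking apelin-13 for full effect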
Target sequence (P35414 whole entry, looked up): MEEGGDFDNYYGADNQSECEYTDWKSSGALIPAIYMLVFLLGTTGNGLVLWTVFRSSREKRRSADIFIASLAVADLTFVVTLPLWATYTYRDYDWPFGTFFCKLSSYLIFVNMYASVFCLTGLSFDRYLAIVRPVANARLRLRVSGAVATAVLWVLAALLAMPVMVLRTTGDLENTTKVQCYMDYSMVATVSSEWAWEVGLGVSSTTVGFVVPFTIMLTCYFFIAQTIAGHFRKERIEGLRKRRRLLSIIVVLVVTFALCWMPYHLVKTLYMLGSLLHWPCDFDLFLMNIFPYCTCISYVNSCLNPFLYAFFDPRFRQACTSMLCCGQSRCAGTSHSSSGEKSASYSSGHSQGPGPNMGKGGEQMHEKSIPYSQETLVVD
CXCR6 inh = CXCR6 (human) receptor inhibition | CHO-K1 PathHunter CXCR6 beta-arrestin, luminescence | O00574 | inhibition, % at 20 µM | 360,000 compounds, 0.36% hits | AID 602244; in the data active = inhibition above about 34%, passing the limit was not always enough;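 note: antagonist mode with CXCL16 agonist at 10 nM final; 0% = 10 nM CXCL16 with DMSO and 100% = unstimulated wells without agonist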
Target sequence (O00574 whole entry, looked up): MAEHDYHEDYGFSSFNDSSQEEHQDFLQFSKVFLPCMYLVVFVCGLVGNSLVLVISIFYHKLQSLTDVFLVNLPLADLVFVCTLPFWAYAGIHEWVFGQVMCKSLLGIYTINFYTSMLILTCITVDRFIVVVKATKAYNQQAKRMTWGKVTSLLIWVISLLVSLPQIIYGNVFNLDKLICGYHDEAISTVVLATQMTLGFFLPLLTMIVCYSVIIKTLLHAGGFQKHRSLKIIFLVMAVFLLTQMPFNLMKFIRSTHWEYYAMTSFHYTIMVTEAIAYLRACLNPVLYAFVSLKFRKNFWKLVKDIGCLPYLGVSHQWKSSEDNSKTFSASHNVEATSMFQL
EBI2 antag = antagonists of human EBI2 receptor. inhibition, % at 5 µM. EBI2 beta-arrestin recruitment, luminescence, 7a,25-OHC stimulated. AID 651636. 360,000 compounds, 0.81% hits; in the data active = inhibition above about 38%;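 note: enzyme fragment complementation signal reports receptor beta-arrestin coupling in cells; 0% = agonist plus DMSO wells and 100% = wells without agonist; some results beyond the cut were filed as inactive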
APJ ag = activates the human apelin receptor APJ. P35414. activation, % at 20 µM. CHO-K1 APJ PathHunter beta-arrestin, luminescence; 0% DMSO wells, 100% apelin. 330,000 compounds, 0.11% hits;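 active = activation more than six SD over the plate average, tested at 20 µM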;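 note: 0% = DMSO alone and 100% = apelin-13 at 10 nM; some results filed as inactive read as strong as hits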
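system = engineered CHO-K1 APJ arrestin reporter cells | input = 1000 cells per well | timing = overnight seeding, 90 min compound at 25 °C, 1 h detection | measured by = enzyme-fragment complementation luminescence | read-out = beta-arrestin recruitment to APJ as agonist activity, luminescent signal | control set = negative DMSO alone, positive Apelin-13 at 10 nM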
tim23-1 inh = growth inhibitors of tim23-1 mutant yeast | 330,000 compounds, 1.3% hits | S. cerevisiae tim23-1 growth, BacTiter-Glo luminescence, 24 h | inhibition, % at 20 µM | AID 463212;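 active = growth inhibition of the mutant yeast at or above 50%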;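 note: temperature-sensitive mutant grown at 25 °C; plate controls were DMSO-treated mutant yeast for no effect and medium wells lacking yeast for full effect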
Numbers without * were called inactive; . = not tested or not shown. Not all compounds are listed. The share of hits here may be higher or lower than overall.

SMILES	Mdm2-MdmX inh	CCR6 antag	XBP1 UPR activ	CHOP UPR activ	APJ antagonist	CXCR6 inh	EBI2 antag	APJ ag	tim23-1 inh
Cc1scc(C(=O)NNC(=S)NC(C)c2ccccc2)c1C (stereo unspecified)	-3	18	-2	1.4	8	5	-3	-3	32
COc1ccc(-c2n[nH]c(=S)n2Cc2ccccc2)cc1OC	6	0	-2	-1.2	-3	4	10	-1	20
COc1ccc(OCC(=O)N2c3ccc(C)cc3C3CN(C)CCC32)cc1 (stereo unspecified)	-7	7	0	-0.9	-6	-10	9	-3	-28
O=C1CN(C(=O)COC(=O)c2ccccc2NCc2ccco2)c2ccccc2N1	-7	23	1	0.6	-8	10	1	3	15
O=C(CSc1nc(-c2ccncc2)nn1CC(=O)N1CCCCC1)NC1CCCC1	-13	14	-4	1.5	-2	3	-2	3	11
CCOc1ccc(CN(C)C(=O)CNC(=O)C2CCCCC2)cc1	-3	16	-1	-0.8	9	-2	-4	1	9
O=C(O)c1ccn2c(C(=O)c3ccccc3)c(-c3ccccc3)cc2c1	-23	14	-2	0.2	11	1	-1	2	20
COC(=O)/C(C#N)=C(/Nc1ccc(F)c(Cl)c1)C(F)(F)F	18	-3	2	-0.3	-12	-2	2	-6	10
Cc1cccc(N2CCN(C(=O)CCn3c(=O)[nH]c4ccccc4c3=O)CC2)c1C	19	0	-1	2.2	-7	1	-2	-2	1
COc1ccccc1NC(=O)c1ccc(NC(=O)CN(C)Cc2ccccc2F)cc1	28	18	0	1.9	11	0	6	-1	39
CC(Oc1ccc2c(-c3ccccc3)cc(=O)oc2c1)C(=O)NCCCN1CCOCC1 (stereo unspecified)	22	10	3	0.9	19	4	2	-3	4
COc1cccc(CC(=O)OCC(=O)N(C)CC(=O)Nc2ccccc2Cl)c1	3	6	-2	2.2	1	-8	-2	-4	-3
CCC(=O)Nc1nnc(-c2cccs2)s1	-14	19	-2	2.1	14	-7	-1	-4	1
Cc1ccc(NS(=O)(=O)c2ccc(C(=O)N3CCCC(C(F)(F)F)C3)cc2)cc1 (stereo unspecified)	18	0	-1	0.6	2	-3	-1	9	3
CCOC(=O)CSc1n[nH]c(NC(=O)c2ccc(F)cc2)n1	-1	-7	-3	-1.9	-16	-6	4	1	12
CCOC(=O)C1(Cc2ccccc2C)CCCN(C(=O)CCc2cccnc2)C1 (stereo unspecified)	-24	14	4	4.9	13	2	19	-3	16
Cc1ccc(CSCC(=O)NCc2ccc3c(c2)OCO3)cc1	14	2	-2	0.8	-12	-8	-3	3	24
Cc1cc(NC(=O)CSc2ccc3nnc(-c4ccc(F)cc4)n3n2)no1	-12	-17	-1	-0.4	18	8	-6	2	15
COc1cccc(NC(=O)c2cnc[nH]2)c1	-23	4	0	6.3	4	1	-15	-4	16
Nc1nc(SCC(=O)Nc2ncc(Cl)cc2Cl)n[nH]1	4	-2	-1	-0.6	17	-1	-11	-3	-5
CCCn1nnc(NC(=O)c2cc(Br)cc(Br)c2OC)n1	18	20	-2	-2.1	22	-4	-29	-2	20
CC1S/C(=N/N=C2CCCCC2)NC1=O (stereo unspecified)	0	4	1	-1.0	-12	2	-5	-3	7
CCN(CCCNC(=O)C1CCC(=O)N1Cc1ccc(C)cc1)c1cccc(C)c1 (stereo unspecified)	5	-2	-7	-1.8	24	-1	-2	-3	9
Cc1cc(C)nc(Nc2nc3ccccc3s2)n1	-158	15	-1	3.6	21	2	-6	0	-14
COCCSc1ccccc1C(=O)Nc1ccccc1C(C)C	-14	5	-3	0.8	0	6	9	-3	25
Cc1ccc2c(CN(C)Cc3cccc(F)c3)cc(=O)oc2c1C	-26	21	-2	4.8	9	9	18	-1	17
O=[N+]([O-])c1ccc(/C=N/Nc2ccc3ccccc3c2)o1	2	63*	0	-2.5	67*	42*	2	-9	13
COc1ccc(C(=O)NC(=S)NNC(=O)c2ccccc2O)cc1	32	20	2	-0.2	12	11	0	-5	11
O=C(NCc1ccccc1)C(=O)Nc1nc(C23CC4CC(CC(C4)C2)C3)cs1	4	38	3	4.9	8	24	0	0	14
COc1ccc(-c2csc3[nH]c(=S)n(-c4ccccc4)c(=O)c23)cc1OC	23	11	0	-2.2	19	-6	-10	-3	9
O=c1c2ccccc2nnn1CSc1ccccc1	-113	16	-3	-0.9	9	1	-4	.	-11
Cc1ccccc1NCC(=O)c1ccc(Br)cc1	-24	49	-2	2.4	46*	22	9	-14	29
CC(C)c1ccc(CC(NC(=O)c2ccccc2)C(=O)NCC(=O)O)cc1 (stereo unspecified)	5	8	-2	-1.8	-10	-6	-5	-1	1
COc1ccc(CCNC(=O)c2cnccn2)cc1	1	-11	1	-1.0	7	-2	5	0	-5
C=CCN(C(=O)CN1CCOCC1)c1nc(C)c(-c2ccccc2)s1	1	15	-3	2.3	5	4	-4	-2	7
Cc1ccc(S(=O)(=O)N(C)C)cc1NC(=O)COC(=O)c1ccc2c(c1)OCCO2	7	15	1	0.7	1	7	12	-3	8
COc1ccc(C(=O)O/N=C2\C(=O)N(C)c3ccccc32)cc1	-4	59*	-2	1.3	17	27	40	-2	-344
Cc1noc(C)c1S(=O)(=O)N(C)C[C@H]1Oc2ccc(NC(=O)Cc3ccccc3)cc2C(=O)N([C@H](C)CO)C[C@@H]1C	0	7	0	-1.0	17	-7	-10	-1	10
CC(C)(C)OC(=O)NCCc1n[nH]c(=S)o1	10	-1	2	-0.4	-9	6	-1	-1	-16
COC(=O)CNc1n[nH]c(=S)[nH]c1=O	9	5	-4	-1.1	13	2	-2	-1	-8
CCOC(=O)C1CCCN(C2CC(=O)N(c3ccc(NC(C)=O)cc3)C2=O)C1 (stereo unspecified)	16	-9	0	-0.6	10	-5	10	-2	-1
O=C(CCNC(=O)c1ccc(Br)cc1)NCc1ccccc1F	2	10	2	-0.5	-60	-4	-2	-2	-7
COc1ccc(-c2cc3ccc(OCC(C)=O)cc3oc2=O)cc1	-130	-2	-7	0.7	0	5	-2	-1	-17
COC(=O)c1ccccc1NC(=O)Cn1cnc2ccc(S(=O)(=O)N3CCC(C)CC3)cc2c1=O	20	13	-2	-2.3	0	3	6	2	-2
Cc1sc2nnn(CC(=O)N3CCN(C(=O)c4ccco4)CC3)c(=O)c2c1C	11	2	-2	0.1	12	8	6	-2	2
CCCn1c(=O)c2[nH]cnc2n(-c2ccccc2C)c1=O	29	2	-1	-0.1	8	9	-18	-1	-17
CN(CC(=O)N1CCOCC1)S(=O)(=O)c1ccc2ccccc2c1	-2	10	-3	3.4	23	-3	-2	-1	11
CCn1cc(C(=O)NCC(C)C)c(=O)c2cc(F)c(N3CCN(C(=O)c4ccco4)CC3)cc21	9	9	1	1.5	0	3	9	3	20

In a second layout: 4 of the compounds above.
compound | Mdm2-MdmX inh | CCR6 antag | XBP1 UPR activ | CHOP UPR activ | APJ antagonist | CXCR6 inh | EBI2 antag | APJ ag | tim23-1 inh
Nc1nc(SCC(=O)Nc2ncc(Cl)cc2Cl)n[nH]1 | 4 | -2 | -1 | -0.6 | 17 | -1 | -11 | -3 | -5
Cc1cc(C)nc(Nc2nc3ccccc3s2)n1 | -158 | 15 | -1 | 3.6 | 21 | 2 | -6 | 0 | -14
COc1ccc(C(=O)O/N=C2\C(=O)N(C)c3ccccc32)cc1 | -4 | 59* | -2 | 1.3 | 17 | 27 | 40 | -2 | -344
CCN(CCCNC(=O)C1CCC(=O)N1Cc1ccc(C)cc1)c1cccc(C)c1 (stereo unspecified) | 5 | -2 | -7 | -1.8 | 24 | -1 | -2 | -3 | 9

New compounds follow:
SMILES	Mdm2-MdmX inh	CCR6 antag	XBP1 UPR activ	CHOP UPR activ	APJ antagonist	CXCR6 inh	EBI2 antag	APJ ag	tim23-1 inh
N/C(=N\OC(=O)c1ccc(Cl)c(Cl)c1)c1ccccn1	-136	-20	-4	-2.2	-103	-15	-19	10	15
CCCN(C(=O)CCl)C1=CCCCC1	85*	14	-8	1.1	-19	-3	-40	-1	-4
O=C(CN1C(=O)COc2ccc(S(=O)(=O)N3CCCCC3)cc21)NCc1ccc(F)cc1	21	0	-1	-1.7	8	6	11	-3	12
CC(=O)Nc1ccc(S(=O)(=O)NCC(=O)NC(C)c2ccc(S(N)(=O)=O)cc2)cc1 (stereo unspecified)	7	1	-2	0.7	10	-6	8	-2	7
COc1ccc(S(=O)(=O)N2CCCOC2CNC(=O)C(=O)NC2CCCC2)cc1 (stereo unspecified)	18	6	-1	0.2	19	-11	3	7	16
C/C(=N\OC(=O)c1ccccc1)c1cc(-c2ccc(Cl)cc2)no1	-29	25	2	5.1	-21	-10	-1	1	-20
Cc1occc1C(=O)NNC(=O)NC12CC3CC(CC(C3)C1)C2	7	-1	1	-0.7	13	-2	-2	-7	-2
CCN(CC)CCN(C(=O)c1ccc2c(c1)CCCC2)c1nc2c(C)cccc2s1	32	10	-2	2.6	-4	1	2	-5	48
CCOC(=O)c1ccc(Oc2nc(NC)nc(Nc3ccccc3)n2)cc1	1	11	5	3.8	13	-10	13	1	26
CCOc1ccc(-n2cnnn2)cc1S(=O)(=O)Nc1c(C)cccc1C	12	5	-1	-2.0	6	-4	-8	-1	19
NC(=O)NCc1ccc(F)cc1	10	14	-3	-1.7	3	2	-7	-1	-8
Cc1nc2ccc(NC(=O)Cc3ccc4c(c3)OCCO4)cc2s1	-1	9	-1	0.1	13	3	-2	-1	21
CCOc1ccc(S(=O)(=O)Nc2nc3ccccc3nc2N2CCN(C)CC2)cc1	18	10	-2	-5.0	-5	3	-2	-6	-7
C#CCOCCOCCOCCNc1nc(N2CCN(C(=O)C(Cc3ccc(O)cc3)n3cc(C(N)CC(C)C)nn3)CC2)nc(N2CCN(C(=O)C(Cc3cc4ccccc4[nH]3)n3cc(C(N)C(C)CC)nn3)CC2)n1 (stereo unspecified)	21	.	-1	0.2	-7	.	.	-2	11
COC(=O)c1ccc(NC(=O)COC(=O)C2CC(=O)N(Cc3ccccc3)C2)cc1 (stereo unspecified)	-21	0	-3	-1.0	-20	-2	-5	1	8
Cc1ccc(S(=O)(=O)N(C)CC(=O)Nc2cccc3c2CCCC3)cc1	-20	15	-2	-1.6	4	-8	-1	-1	5
O=C(N/N=C/c1cc([N+](=O)[O-])ccc1N1CCNCC1)c1ccc([N+](=O)[O-])cc1	101*	19	0	-2.2	-21	12	-6	12	9
CC1(C)OC(C(N)=O)C(C(N)=O)O1 (stereo unspecified)	4	11	-1	0.7	3	-4	-4	5	8
COc1ccc(-n2cnnc2SCC(=O)N(C)c2ccccc2)cc1	-13	-2	-3	0.8	20	-3	3	0	11
CCS(=O)(=O)c1nc(S(=O)(=O)c2ccc(Cl)cc2)c(NCCN2CCOCC2)s1	7	19	-4	-2.4	-60	1	-7	-7	11
COc1cc(/C=N/NC(=O)c2ccncc2)ccc1OC(C)=O	18	-11	-3	-0.9	11	-2	-20	-1	6
